aGal spleen mod: inhibitors or activators of human alpha-galactosidase in spleen homogenate; 240,000 tested, 0.008% active; human spleen homogenate, 4MU-alpha-Gal fluorescence, 40 min; P06280; Potency, µM (doses to about 80 µM), inactives show top-dose activity change, negative = inhibition, hits mostly inhibitors;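 further: potency means the concentration at half of the fitted maximal effect; 0% = enzyme with vehicle and -100% = no enzyme basal signal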
Target sequence (P06280 32-429 limits assumed): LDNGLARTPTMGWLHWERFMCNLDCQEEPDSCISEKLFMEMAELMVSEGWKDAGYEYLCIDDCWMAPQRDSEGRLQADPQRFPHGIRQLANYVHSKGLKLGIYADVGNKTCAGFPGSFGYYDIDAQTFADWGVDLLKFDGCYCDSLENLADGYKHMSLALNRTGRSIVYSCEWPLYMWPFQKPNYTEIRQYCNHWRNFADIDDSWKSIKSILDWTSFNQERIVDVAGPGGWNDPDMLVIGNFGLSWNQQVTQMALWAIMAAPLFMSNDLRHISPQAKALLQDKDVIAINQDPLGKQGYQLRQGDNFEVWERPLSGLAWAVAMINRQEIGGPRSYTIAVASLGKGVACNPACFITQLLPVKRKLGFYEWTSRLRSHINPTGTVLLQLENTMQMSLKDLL
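Inhibition or activation of alpha-galactosidase in human spleen homogenate is scored by 4-MU fluorescence after 40 min at 37C, pH 5.0, with 1 mM substrate. AC50s come from concentration-response fitted to the Hill equation.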
TR SRC2 fluor cs: counter-screen for TRb-SRC2 inhibitors: fluorescence interference; 280,000 tested, 0.29% active; TRb/SRC2 Texas Red total fluorescence interference; Potency, µM (titrated, usually from 106 µM), inactives show at the highest dose fluorescence change, negative = quenching; active means well fitted curve in either direction with a large enough effect; inconclusive means small, poorly fitted or top-dose-only effect; further: potency means the concentration at half of the fitted maximal effect; on the % scale 0 is the no-effect control and ±100 the full control effect
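Flags fluorescent or light-absorbing compounds by total fluorescence, S + 2P, at 555 nm excitation and 632 nm emission. Mixture: 20 nM Texas Red SRC2 peptide, 0.6 uM human TRb LBD, 1 uM T3, 5% DMSO; compound exposure 5 h at ambient temperature.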
Epigenetic derep: epigenetic control regulation, reporter derepression; AID 1865; murine LDR cells, GFP reporter derepression, 30 h; 280,000 tested, 0.2% active; Potency, µM (doses to about 53.9 µM), inactives show at the top dose GFP activation, hits mostly activators; further: potency means the concentration at half of the fitted maximal effect; % of control where 0% means no effect; nearly all actives have a fitted effect of over 60% in size
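GFP-positive cell count by laser-scanning cytometry (objects 20–120 um) after 30 h, 37 C compound exposure of murine LDR cells; reporter is CMV-GFP integrated at a silenced locus, inducible by HDAC or DNMT inhibitors.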
NPSR antag: neuropeptide S receptor (human) antagonism, cAMP | 220,000 tested, 1% active | Q6W5P4 | Potency, µM (series often up to 38.3 µM), for the others: at the highest dose activity change, negative = inhibition, usual class: inhibitors | CHO-NPSR cells, cAMP TR-FRET, antagonist mode | AID 1461; further: potency means the concentration at half of the fitted maximal effect; on the % scale 0 is the no-effect control and ±100 the full control effect; nearly all actives have a fitted effect of over 50% in size; many of its hits are not listed in these tables
Target sequence (Q6W5P4 whole entry, looked up): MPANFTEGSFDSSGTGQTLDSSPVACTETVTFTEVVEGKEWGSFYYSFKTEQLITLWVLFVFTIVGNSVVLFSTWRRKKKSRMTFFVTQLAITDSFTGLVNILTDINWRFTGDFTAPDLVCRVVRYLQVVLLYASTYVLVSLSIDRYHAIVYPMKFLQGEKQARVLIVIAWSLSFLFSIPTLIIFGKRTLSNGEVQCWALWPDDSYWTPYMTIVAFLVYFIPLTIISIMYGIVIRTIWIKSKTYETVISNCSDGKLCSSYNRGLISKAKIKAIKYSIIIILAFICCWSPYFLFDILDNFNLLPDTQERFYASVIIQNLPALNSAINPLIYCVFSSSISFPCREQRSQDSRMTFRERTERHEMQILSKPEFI
TRb SRC2 PPI: TRbeta-SRC2 interaction inhibition; P10828; TRbeta-SRC2 peptide binding, fluorescence polarization; receptor liganded with 1 µM T3; Potency, µM (highest dose often 106 µM), without a hit: top-dose activity change, negative = inhibition, usual class: inhibitors; 280,000 tested, 0.065% active;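 further: potency means the concentration at half of the fitted maximal effect; plate controls were bound peptide for no effect and peptide without receptor for full effect; nearly all actives have a fitted effect of over 50% in size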
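A fluorescence polarization screen tested compounds at multiple concentrations against complex formation between 0.6 uM TRb ligand-binding domain and 20 nM Texas Red SRC2 peptide, with 1 uM T3 present; readout after 5 hr.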
CBFb-RUNX1 inh: inhibitors of human CBF-beta and RUNX1 interaction; Q01196+Q13951; AlphaScreen CBFb-His/RUNX1-biotin binding, biochemical; Potency, µM (top dose mostly 59.8 µM), inactives show top-dose activity, negative = inhibition, most hits filed as inhibitors; 230,000 tested, under 10 active; AID 1477; further: % of control where 0% means no effect
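Read-out: AlphaScreen. Format: His-CBF-beta with biotinylated RUNX1 (30 nM each) preincubated 20 min, compound 15 min, Ni-chelate plus streptavidin beads 90 min; room temperature throughout.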
Tau fluor counter: counter-screen for tau fibril formation inhibitors; Potency, µM (top dose mostly 57.7 µM), for the others: top-dose activity change, negative = decrease; tau K18 P301L Alexa594 fluorescence, heparin fibrillization; 280,000 tested, 0.93% active; further: potency means the concentration at half of the fitted maximal effect; on the % scale 0 is the no-effect control and ±100 the full control effect; nearly all actives have a fitted effect of over 55% in size
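Human tau K18 P301L (15 uM unlabeled, 0.24 uM Alexa 594-labeled) in 100 mM sodium acetate pH 7 with 20 uM heparin, 6 hr at 37 C. ThT 30 uM added, 1 hr ambient; Alexa 594 FP and total fluorescence read at 555/632 nm.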
Tau FP inhib: tau fibrillization inhibition (FP); K18 P301L tau heparin fibrillization, Alexa594 FP, 6 h; 280,000 tested, 0.39% active; Potency, µM (doses to about 57.7 µM), for inactives: at the top dose activity, negative = inhibition, actives largely listed as inhibitors; AID 1468; P10636; further: potency means the concentration at half of the fitted maximal effect; on the % scale 0 is the no-effect control and ±100 the full control effect; nearly all actives have a fitted effect of over 55% in size
Target sequence (P10636 561-689 P618L limits assumed): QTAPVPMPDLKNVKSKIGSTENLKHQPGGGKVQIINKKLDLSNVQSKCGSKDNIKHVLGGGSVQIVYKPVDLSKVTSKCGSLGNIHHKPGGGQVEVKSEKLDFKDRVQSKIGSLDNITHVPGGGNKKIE
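Human tau K18 […] P301L fragment, 15 uM unlabeled plus 0.24 uM Alexa 594-labeled tau (final), with compound and 20 uM heparin in 100 mM sodium acetate pH 7; 6 hr at 37 C, then Alexa 594 FP read.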
* = called active by the depositor; ? = inconclusive; . = no result given; [ ] = dose if it differs, or a comment. Unless noted, the call rests on the fitted dose curve; in most records, active means well fitted curve in the direction sought with a large enough effect; inconclusive means small, poorly fitted or top-dose-only effect, or another doubt; inactive means no such curve, though single readings can be large; an effect the other way counts as inactive or inconclusive.

Values run as follows: aGal spleen mod | TR SRC2 fluor cs | Epigenetic derep | NPSR antag | TRb SRC2 PPI | CBFb-RUNX1 inh | Tau fluor counter | Tau FP inhib
Cc1cc(OC(=O)N2CCCCC2)cc(C)c1Cl
 : 0.4% | -0.9% | -2.7% | -21.5%[46.1 µM] | -8.0% | 16.7% | -3.8% | 7.0%
CC(=O)OC[C@@H]1O[C@@H](O/N=C2/C[C@@H](O)[C@@H](O)[C@@H]3[C@@H]4C(=O)N(C[C@@H]5CCCO5)C(=O)[C@H]4CC[C@H]23)[C@H](OC(C)=O)[C@H](OC(C)=O)[C@@H]1OC(C)=O
 : 1.6%[17.5 µM] | ? | -1.2%[10.1 µM] | . | 1.5%[11.2 µM] | 7.5%[13.1 µM] | -5.4%[11.6 µM] | 3.0%[11.6 µM]
CC(=O)c1nn(-c2cccc(Br)c2)cc1C(=O)c1ccccc1
 : -3.6% | 1.5% | 4.4% | -0.2%[46.1 µM] | 2.1% | 3.2% | -4.1% | -11.9%
COc1ccc(-c2nc(-c3ccccn3)no2)cc1
 : 13.0% | -4.0% | -1.1% | -7.6% | -11.6% | ? | 8.4% | 10.7%
CCOC(=O)NC1c2ccccc2Oc2ccccc21
 : 3.4% | -2.8% | 0.1% | 18.3% | -3.1% | 16.3% | 1.0% | 2.9%
O=C(NC1CCS(=O)(=O)C1)c1cccc(S(=O)(=O)N2CCCCC2)c1 (stereo not given)
 : 7.8% | 2.3% | 0.0% | -7.1%[46.1 µM] | 6.7% | 6.0% | 3.1% | 4.4%
CCN(CCCNC(=O)COc1cc(=O)n(C)c2ccccc12)c1ccccc1
 : -4.5% | -0.9% | 8.4% | -20.8%[46.1 µM] | -4.3% | 0.3% | -10.2% | 0.5%
N#C/C(=C\C=C\c1ccccc1)c1nc(-c2ccc(Cl)cc2)cs1
 : -12.9% | -1.6% | 0.0% | -4.3% | -4.7% | 8.9% | -28.5% | -9.3%
O=C(NCCC1=CCCCC1)C1CCN(S(=O)(=O)N2CCOCC2)CC1
 : 1.0% | -3.5% | -2.2% | 3.0%[46.1 µM] | -1.6% | 8.6% | -6.5% | 7.9%
O=[N+]([O-])c1cccc(/C=N/Nc2nc(N3CCOCC3)nc(N3CCOCC3)n2)c1
 : 5.3% | -4.1% | 0.0% | 8.2% | -1.8% | -1.0% | -9.9% | -1.7%
COC(=O)[C@H](CCSC)NC(=O)Nc1ccc(C(C)C)cc1
 : -2.5% | 4.4% | -0.7% | -4.7%[46.1 µM] | 5.0% | 4.1% | -3.6% | -2.5%
Cc1ccc(Sc2ncnc3onc(C)c23)c(C)c1
 : -0.2% | -3.7% | 13.2% | -30.7% | -3.3% | 7.5% | -3.1% | -13.2%
CCOC(=O)c1c(C)[nH]c(N=Nc2ccc(C)cc2C)c1C
 : -12.7% | 1.7% | 0.0% | -22.8%[46.1 µM] | -4.5% | -18.4% | ? | 13.0%
Cc1c(NC(=O)/C=C/c2cn(-c3ccccc3)nc2-c2ccc(F)cc2)c(=O)n(-c2ccccc2)n1C
 : -5.9% | -2.8% | -0.9% | -4.3%[46.1 µM] | -3.2% | 1.0% | -12.1% | -2.1%
O=C(Cn1c(-c2cccs2)cc2cc(Cl)ccc21)N1CCN(c2ccccc2)CC1
 : . | 0.7% | -1.2% | . | -2.0% | . | -15.2% | -5.2%
CCN(CC)CCNc1nc(-c2ccc(OC(F)F)cc2)c(C)s1
 : 1.7% | -1.5% | -1.5% | -1.6% | 5.3% | -3.2% | -13.7% | 8.9%
O=C(O)CSCC(=O)NCc1c(Cl)cccc1Oc1ccccc1
 : 3.3% | 1.7% | -2.6% | -12.4% | -10.2% | 7.8% | -2.6% | -2.3%
O=[N+]([O-])c1ccccc1/C=C/C=N/n1c(-c2ccc(Cl)cc2)n[nH]c1=S
 : -9.7% | -21.7% | -1.1% | -15.5%[46.1 µM] | 9.1% | -15.9% | -24.9% | 18.5%
O=C(COc1ccc(C(=O)Nc2ccc(Cl)cc2)cc1)NCc1ccccc1
 : 7.8% | -0.4% | 0.0% | 14.7% | -1.4% | 3.3% | 3.3% | -12.9%
O=C(Nc1ccc2c(c1)OCCO2)NC1(C(F)(F)F)Oc2ccccc2O1
 : 6.5% | 1.4% | 11.8% | -5.3%[46.1 µM] | -17.0% | -19.4% | ? | 6.3%
COc1cc(-c2cc3n(C)c(C)c(CCC(=O)NC4CCCCC4)c(=O)n3n2)cc(OC)c1OC
 : . | -4.4% | 0.0% | . | 4.9% | . | -5.6% | -6.2%
O=C(NC(c1ccccc1)c1ccccc1)N1CCOCC1
 : -5.3% | -3.6% | -2.6% | 7.2% | -5.2% | 1.1% | 5.0% | 1.6%
CN(C)CCCNCCCNC(=O)/C=N/O
 : 2.3% | -1.9% | 1.7% | -4.4%[46.1 µM] | 6.1% | -0.5% | -6.4% | -2.6%
CCCCS(=O)(=O)CC(O)CSc1nc(-c2ccc(C)cc2)cc(-c2ccccc2)c1C#N (stereo not given)
 : . | -3.1% | -0.8% | . | 6.3% | . | ? | ?
COc1ccc(NC(=O)CSc2nnc(-c3ccccc3C)n2N)cc1OC
 : 7.8% | -2.8% | -4.2% | -3.5%[46.1 µM] | -11.0% | -2.4% | 1.4% | 0.3%
O=C(NC1CCCCCCC1)C1CCN(c2nc3ccccc3o2)CC1
 : 6.9% | 0.4% | -2.3% | -16.6%[46.1 µM] | -1.4% | 20.9% | -9.2% | -1.0%
CCNC(=S)NNC(=O)c1csc2ccccc12
 : 0.4% | 1.8% | -1.1% | 4.4%[46.1 µM] | -9.0% | -2.2% | -1.6% | -4.8%
O=C(NCCCCNC(=O)c1ccc(Br)s1)c1ccc(Br)s1
 : 2.6% | -1.5% | 3.6% | ? | -0.7% | 4.1% | 0.1% | -3.4%
O=c1oc2c3c4c(cc2s1)CCCN4CCC3
 : 4.3% | -7.5% | 0.0% | -13.1%[46.1 µM] | -5.0% | ? | ? | ?
CCN1CCCC1CN(Cc1cc2ccc(C)cc2[nH]c1=O)C(=S)Nc1ccccc1OC (stereo not given)
 : -19.8% | -2.4% | -1.5% | 12.8% | 14.6% | -3.5% | 1.8% | -0.3%
Nc1nnnn1/N=C/c1cc(Cl)cc(Cl)c1OCc1ccc(Cl)cc1Cl
 : -3.8% | 1.1% | -1.8% | -10.7%[46.1 µM] | -2.0% | -1.9% | -11.9% | -1.3%
O=Cc1sc([O-])nc1-[n+]1ccc2ccccc2c1
 : -4.3% | -0.4% | -2.5% | 1.0% | -2.4% | 4.3% | -10.0% | -7.5%
O=C(CCC1N=C2c3ccccc3N=C(SCc3ccccc3Cl)N2C1=O)N1CCN(c2ccccc2)CC1 (stereo not given)
 : . | -1.2% | 1.7% | . | -6.5% | . | -19.8% | -6.6%
COc1ccc(OC)c(CNC(=O)CCCc2cn(C)c3ccccc23)c1
 : 5.7% | -0.6% | -1.4% | -27.5% | -9.2% | 6.7%[2.36 µM] | -9.6% | -7.0%
Cc1ccc(/C=c2/sc3nnc(-c4ccccc4Cl)n3c2=O)o1
 : 2.0% | -2.5% | 0.0% | -26.7%[46.1 µM] | -2.4% | -8.8% | -20.3% | 1.9%
O=C(Oc1cccnc1)c1cc(S(=O)(=O)N2CCCCC2)ccc1Cl
 : -3.8% | -6.1% | 0.7% | ? | -2.8% | -1.7% | 4.1% | ?
COc1ccc(-c2cc(C(=O)Nc3ccccc3O)c3ccccc3n2)cc1OC
 : 1.6% | -1.0% | 1.1% | -12.2% | 12.1% | -3.9% | ? | -14.1%
CNC(=S)n1cnc(N)n1
 : 2.8% | -3.6% | 10.7% | 1.4% | 0.0% | 9.5% | -16.7% | -9.2%
COc1cc(CCNc2ccc3nnc(-c4ccccc4)n3n2)cc(OC)c1OC
 : 3.0% | -0.9% | 4.9% | 8.9% | 5.1% | -1.4%[2.36 µM] | -12.5% | -7.3%
CC(C)c1ccc(/C=N/NC(=O)CC(=O)NC2CCCCC2)cc1
 : -3.1% | -1.6%[53 µM] | 0.9% | -11.5% | -5.5%[53 µM] | 5.0% | 5.3% | 6.3%
CCCCN1C2=NCCCN2c2cc(C)c(C)cc21
 : -12.2% | -0.5% | 1.0% | 1.7%[46.1 µM] | -6.4% | 4.8% | -2.9% | -6.0%
Cn1nc(CC(=O)N2CCN(c3ccccc3)CC2)c2ccccc2c1=O
 : 2.9% | -8.6% | -1.1% | -4.7%[46.1 µM] | 4.1% | 11.3% | 9.5% | ?
c1ccc(Cn2ccc(-c3cnc(-c4ccccc4)s3)n2)cc1
 : 8.0% | 0.8% | -4.5% | -22.5%[46.1 µM] | -2.5% | 28.1% | -22.0% | 2.4%
Cc1ccc(CNC(=O)c2ccc(NC(=O)c3nsc4ccccc34)cc2)cc1
 : . | -0.2% | 4.2% | . | -6.4% | . | -10.8% | -12.8%
CCOc1ccc(C2CC(=O)NC(SC)=C2C#N)cc1 (stereo not given)
 : 11.6% | -1.1% | -1.3% | -2.5%[46.1 µM] | -13.9% | 3.3% | -7.7% | -4.7%
CCCn1c(SCC(O)c2cccc(OC)c2)nc2ccccc21 (stereo not given)
 : . | -0.6% | -1.0% | . | -8.4% | . | -5.8% | 1.7%
C=CCNC(=O)COc1ccc(N(C)S(=O)(=O)c2ccc(NC(C)=O)cc2)cc1
 : 3.3% | -1.7% | 0.0% | 0.0% | -5.8% | -5.7% | 4.2% | -2.4%

Single records, as listed above. Order of values: aGal spleen mod | TR SRC2 fluor cs | Epigenetic derep | NPSR antag | TRb SRC2 PPI | CBFb-RUNX1 inh | Tau fluor counter | Tau FP inhib
Shown for C=CCNC(=O)COc1ccc(N(C)S(=O)(=O)c2ccc(NC(C)=O)cc2)cc1 → 3.3% | -1.7% | 0.0% | 0.0% | -5.8% | -5.7% | 4.2% | -2.4%
Shown for CCCCN1C2=NCCCN2c2cc(C)c(C)cc21 → -12.2% | -0.5% | 1.0% | 1.7%[46.1 µM] | -6.4% | 4.8% | -2.9% | -6.0%
Shown for Cc1ccc(CNC(=O)c2ccc(NC(=O)c3nsc4ccccc34)cc2)cc1 → . | -0.2% | 4.2% | . | -6.4% | . | -10.8% | -12.8%
Shown for CCOc1ccc(C2CC(=O)NC(SC)=C2C#N)cc1 (stereo not given) → 11.6% | -1.1% | -1.3% | -2.5%[46.1 µM] | -13.9% | 3.3% | -7.7% | -4.7%

This is a subset; the hit share may differ from the screen's.
